Assay outcomes from PubChem BioAssay.
FXIIa inh 1536: human FXIIa protease inhibitors, primary screen, biochemical, 1536-well; Coagulation factor XII (Homo sapiens), P00748; purified FXIIa, Boc-QGR-AMC fluorogenic substrate, 2 h; inhibition, % at 5 µM; 0.3% of 220,000 active; AID 800, 2007; in the data active = inhibition above about 40%;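 also: 0% = enzyme with no compound and 100% = blank without enzyme; many of its hits are not listed in these tables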
TNF death inh: inhibitors of TNF-alpha triggered necroptosis, primary screen, cell-based, Jurkat FADD-/-, single concentration | Jurkat FADD-/- TNF necroptosis rescue, ATP luminescence, 24 h; 0 = TNF only, 100 = no-TNF cells | activation (protection from cell death), % at 10 µM | 0.068% of 220,000 active | AID 463075, 2010;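 active = activation, meaning protection from cell death, of at least 50% relative to plate controls; inactive = activation below 50%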;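 also: necroptosis triggered by 40 ng/mL TNF-alpha added together with compound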
Cl transport mod: KCC2 cotransporter modulators, thallium flux, primary screen, cell-based, HEK293 KCC2, FluoZin-2 fluorescence, MLSMR. KCC2 cells, thallium flux FluoZin-2 fluorescence. B-score of Tl+ flux slope (higher = more flux/activation; lower = inhibition) at 10 µM. 2.2% of 190,000 active. Solute carrier family 12 member 5 (Homo sapiens), Q9H2X9;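 active = thallium flux slope and its plate-corrected score both differing from the plate sample mean at a set confidence after two filtering rounds, in either direction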;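 also: slope of fluorescence scaled to starting intensity during 10 to 20 s after thallium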
hK5 inh: human KLK5 protease inhibitors, primary screen, biochemical, 1536-well; inhibition, % at 5 µM; Kallikrein-5 (Homo sapiens), Q9Y337; recombinant hK5, fluorogenic AMC substrate cleavage; 0.59% of 210,000 active;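 active = inhibition of 40% or more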;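 also: 0% = enzyme controls without compound and 100% = no-enzyme blanks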
Target sequence (Q9Y337 67-293 limits assumed): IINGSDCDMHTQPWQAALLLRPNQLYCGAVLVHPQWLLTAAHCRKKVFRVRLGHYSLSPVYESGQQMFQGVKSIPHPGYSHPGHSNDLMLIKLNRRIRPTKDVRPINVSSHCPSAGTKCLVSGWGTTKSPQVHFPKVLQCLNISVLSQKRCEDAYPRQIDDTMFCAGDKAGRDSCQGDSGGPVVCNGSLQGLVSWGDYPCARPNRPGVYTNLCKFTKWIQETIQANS
thrombin 1536: human alpha-thrombin inhibitors, primary screen, counter-screen for coagulation protease inhibitor project, biochemical, 1536-well, fluorogenic AMC substrate; Prothrombin (Homo sapiens), P00734; inhibition, % at 5 µM; 0.26% of 220,000 active; Boc-VPR-AMC fluorogenic substrate cleavage;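 active = inhibition at or above 40%; inactive = inhibition below 40%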;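 also: 0% = enzyme with no compound and 100% = wells without enzyme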
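Material: human alpha-thrombin protein. Incubation: reaction at ambient temperature. Technique: fluorescence of released AMC, ex 355 nm, em 460 nm. Control set: no-compound enzyme wells and no-enzyme blanks. Also added: Boc-VPR-AMC substrate, 15 µM final. Buffer or medium: pH 7.5 Tris (50 mM) with NaCl 150 mM, Tween 20 0.05%.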
FXIa inh 1536: human FXIa protease inhibitors, primary screen, biochemical, 1536-well. Coagulation factor XI (Homo sapiens), P03951. purified FXIa, Boc-Glu-Ala-Arg-AMC fluorogenic substrate. inhibition, % at 5 µM. 0.14% of 220,000 active. AID 798, 2007;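 active = inhibition of at least 40%; inactive = inhibition below 40%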;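 also: fluorescence of freed AMC excited at 355 nm; 0% = enzyme without compound and 100% = no enzyme blank; many of its hits are not listed in these tables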
L929 necroptosis: inhibitors of zVAD-triggered necroptosis, primary screen, L929 cells; L929 zVAD necroptosis rescue, ATP luminescence, 24 h; with zVAD 60 µM; viability rescue, % at 10 µM; 0.38% of 220,000 active;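 active = activation, scaled between plate controls, above about 75%, limit read from the data; inactive = activation under that limit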;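 also: 0% = zVAD with DMSO and 100% = DMSO alone without zVAD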
Hck Nef HTS: inhibitors of Nef-activated human Hck kinase, primary screen, biochemical, Z-Lyte FRET, 384-well, Hck-YEEI | Recombinant Hck-YEEI plus Nef, Z-Lyte FRET kinase assay | 0.68% of 220,000 active | inhibition, % at 20 µM | Tyrosine-protein kinase HCK (Homo sapiens), P08631;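 active = Hck-Nef kinase inhibition above about 50%, limit read from the data; inactive = inhibition below that limit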;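 also: 0% = DMSO with Hck plus Nef and 100% = Hck alone without Nef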
Target sequence (P08631 whole entry, looked up): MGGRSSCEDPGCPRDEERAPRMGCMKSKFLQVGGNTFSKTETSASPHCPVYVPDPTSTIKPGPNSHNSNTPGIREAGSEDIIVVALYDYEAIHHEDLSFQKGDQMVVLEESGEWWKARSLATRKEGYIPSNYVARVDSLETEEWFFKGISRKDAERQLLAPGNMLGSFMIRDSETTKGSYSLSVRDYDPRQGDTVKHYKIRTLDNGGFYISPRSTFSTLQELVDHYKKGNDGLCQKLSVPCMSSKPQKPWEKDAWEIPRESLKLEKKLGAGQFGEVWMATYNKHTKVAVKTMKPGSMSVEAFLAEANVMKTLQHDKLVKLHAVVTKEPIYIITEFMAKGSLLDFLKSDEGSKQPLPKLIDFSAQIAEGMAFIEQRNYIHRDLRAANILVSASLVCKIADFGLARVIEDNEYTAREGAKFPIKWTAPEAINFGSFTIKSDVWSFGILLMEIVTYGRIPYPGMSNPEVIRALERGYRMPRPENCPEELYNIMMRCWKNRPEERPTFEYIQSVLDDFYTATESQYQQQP
Rad51 HR inh: human RAD51 strand exchange inhibitors, primary screen, biochemical, fluorescence | DNA repair protein RAD51 homolog 1 (Homo sapiens), Q06609 | hRad51 DNA strand exchange, fluorescence dequenching | inhibition, % at 10 µM | 0.085% of 200,000 active | AID 1385, 2008;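 active = inhibition above 40% at the single screening dose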;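 also: 0% = DMSO control wells and 100% = blanks with heterologous ssDNA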
Target sequence (Q06609 whole entry, looked up): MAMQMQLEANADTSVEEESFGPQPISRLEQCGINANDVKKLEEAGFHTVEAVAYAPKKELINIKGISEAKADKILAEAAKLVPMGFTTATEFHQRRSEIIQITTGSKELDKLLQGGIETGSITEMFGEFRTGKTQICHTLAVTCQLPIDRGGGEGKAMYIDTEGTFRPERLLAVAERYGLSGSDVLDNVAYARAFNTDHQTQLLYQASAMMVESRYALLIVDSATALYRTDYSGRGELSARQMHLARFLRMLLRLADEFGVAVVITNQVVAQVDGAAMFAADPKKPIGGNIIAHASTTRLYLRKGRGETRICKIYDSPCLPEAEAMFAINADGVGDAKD
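Material: human Rad51–ssDNA filaments; Probe or stimulus: labelled 47-mer dsDNA for strand exchange; Doses: single 10 µM dose; Incubation: 37 °C 15-min filament assembly, 30-min compound preincubation, 15-min exchange; Technique: FRET fluorescence dequenching, excitation 485 nm, emission 520 nm; Measure: Fluorescence-based percent inhibition, control- and blank-normalised; Benchmarks: plate control and blank wells.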
An asterisk follows results filed as active; . = not tested or not shown. Not all compounds are listed; rates above refer to the full screens.

(1) O=C(O)CSc1nnc(CNc2cccc(C(F)(F)F)c2)n1Cc1ccco1
(2) CSCCC(NC(=O)COc1ccccc1)C(=O)Nc1ccc(C)cc1 (stereo not drawn)
(3) O=C(Cc1ccccc1)Nc1nc(-c2cccc([N+](=O)[O-])c2)cs1
(4) O=C(NCc1ccco1)c1ccc(-c2ccccc2Cl)o1
(5) Cc1occc1C(=O)NCCc1ccc(Cl)cc1

Assay by compound	1	2	3	4	5
FXIIa inh 1536	10	3	1	6	12
TNF death inh	1.0	2.9	2.0	1.2	0.5
Cl transport mod	0.41	0.54	1.4	-2.4	0.059
hK5 inh	-24	-22	9	5	-1
thrombin 1536	-6	-9	-6	-7	3
FXIa inh 1536	1	-5	2	12	3
L929 necroptosis	2.2	1.7	1.6	0.3	1.4
Hck Nef HTS	3	0	-1	18	-1
Rad51 HR inh	2	5	8	8	1

(6) Cc1cc2ccccn2c1C(=O)c1ccc(S(=O)(=O)N(C)C)cc1
(7) CC1C(=NO)C(C)C(c2ccc(N(C)C)cc2)NC1c1ccc(N(C)C)cc1 (stereo not drawn)
(8) Cc1cc(C(F)(F)F)nn1CC(=O)Nc1cccnc1
(9) O=C(CNC(=O)c1ccc(Cl)cc1)NCC(F)(F)F
(10) Cc1ccc(CNC(=O)c2cnc(-c3ccccn3)nc2C(F)(F)F)cc1

Assay by compound	6	7	8	9	10
FXIIa inh 1536	9	11	13	1	6
TNF death inh	0.5	1.6	-0.1	1.4	0.2
Cl transport mod	0.3	0.5	0.72	-0.31	0.32
hK5 inh	.	-18	-6	-18	6
thrombin 1536	-2	-4	1	-10	-4
FXIa inh 1536	2	-2	1	0	-9
L929 necroptosis	0.1	0.6	-0.1	-0.1	0.5
Hck Nef HTS	6	1	1	7	3
Rad51 HR inh	.	.	.	11	5

(11) CCNc1nc(NCc2ccccc2)nc(SCC(N)=O)n1
(12) COc1cc(OC)nc(NC(=S)NC(=O)c2ccccc2)n1
(13) COc1ccc(N2C(=O)CC(N3CCC(O)(c4ccc(Cl)cc4)CC3)C2=O)cc1 (stereo not drawn)
(14) COc1ccc2c(c1)C(=O)CC(c1ccccc1F)O2 (stereo not drawn)
(15) CCn1cc(C(=O)OCC(=O)Nc2c(C)cccc2C)c(=O)c2ccc(C)nc21

Assay by compound	11	12	13	14	15
FXIIa inh 1536	7	3	-9	-7	9
TNF death inh	0.5	-1.2	-0.7	-4.2	1.8
Cl transport mod	1.1	2	0.31	0.064	0.039
hK5 inh	-29	-12	2	1	2
thrombin 1536	4	-2	-3	0	2
FXIa inh 1536	-4	-1	-2	-2	0
L929 necroptosis	5.6	.	-0.4	0.1	2.3
Hck Nef HTS	7	2	0	1	24
Rad51 HR inh	6	.	-3	7	10

(16) CC(=O)NC(CCCNC(=S)NC1CCCCC1)C(=O)O (stereo not drawn)
(17) CC(C)c1nc(SCC(=O)Nc2ccc3c(c2)OCO3)n[nH]1
(18) O=C(Nc1ccc(Br)cc1)C1CC=CCC1C(=O)OCC1CCCO1 (stereo not drawn)
(19) O=C(CCNS(=O)(=O)c1cccc2nsnc12)Nc1ccc2c(c1)OCCO2
(20) CC1(OC(=O)CCc2ccccc2)C(=O)C=C2C=C(c3ccsc3)OC=C2C1=O (stereo not drawn)

Assay by compound	16	17	18	19	20
FXIIa inh 1536	7	15	4	3	13
TNF death inh	-0.8	-2.7	5.8	1.5	-1.8
Cl transport mod	-0.8	0.43	0.04	.	-0.14
hK5 inh	4	-25	-4	-6	4
thrombin 1536	4	5	0	-4	2
FXIa inh 1536	2	-2	0	-6	6
L929 necroptosis	0.6	0.4	0.3	0.7	0.2
Hck Nef HTS	25	-2	0	1	71*
Rad51 HR inh	6	-7	4	-8	-7

(21) Cc1ccc(C2=CC(c3ccc(N(C)C)cc3)n3nnnc3N2)cc1 (stereo not drawn)
(22) CCOc1cccc(OCCCNCCCOC)c1
(23) CC(=O)c1c(C)[nH]c(C(=O)OCC(=O)Nc2ncc(Cl)c(C)c2Cl)c1C
(24) CCc1cccc(CC)c1NC(=O)C1CC(=O)N(c2ccc3c(c2)OCCO3)C1 (stereo not drawn)
(25) Cc1cccc(N2CCN(C(=O)CCc3nc4ccccc4[nH]3)CC2C)c1 (stereo not drawn)

Assay by compound	21	22	23	24	25
FXIIa inh 1536	15	10	17	-4	5
TNF death inh	-2.9	-2.7	1.8	0.0	-0.7
Cl transport mod	.	0.038	-1.2	1.1	0.56
hK5 inh	-4	-21	-6	17	2
thrombin 1536	1	-2	1	-4	2
FXIa inh 1536	7	3	10	-14	1
L929 necroptosis	1.0	-0.1	7.4	0.5	-0.2
Hck Nef HTS	2	3	4	-2	0
Rad51 HR inh	-2	1	-4	-3	1

(26) COCc1[nH]nc2c1C(c1ccc(OC)cc1)C(C#N)=C(N)O2 (stereo not drawn)
(27) CCN(c1ccccc1)S(=O)(=O)c1ccc(C(=O)Nc2nnc(CSC)o2)cc1
(28) Fc1cccc(-c2oncc2-c2nnnn2-c2ccc(Cl)cc2)c1
(29) C=CCSc1nsc(N)n1
(30) CNC(=S)N/N=C/c1cn(Cc2c(F)cccc2Cl)c2ccccc12

Assay by compound	26	27	28	29	30
FXIIa inh 1536	8	6	5	12	10
TNF death inh	-3.0	-0.5	-1.4	-1.2	-2.1
Cl transport mod	0.19	-0.39	-1.4	0.068	1
hK5 inh	-5	-14	-10	0	-12
thrombin 1536	-6	2	0	4	-3
FXIa inh 1536	1	-3	-1	-3	8
L929 necroptosis	0.4	-0.7	-0.8	-0.2	0.8
Hck Nef HTS	-2	8	3	1	2
Rad51 HR inh	-7	-4	-4	-2	.

(31) O=C(O/N=C(\c1ccccc1)c1ccccn1)c1cccc2ccccc12
(32) CC(OC(=O)C1CCCCC1)c1nc2ccccc2[nH]1 (stereo not drawn)
(33) Cc1cccc(C)c1NC(=O)CCCSc1nnc(-c2ccco2)o1
(34) S=C(NCc1ccco1)N1CCN(C(c2ccccc2)c2ccccc2)CC1
(35) O=c1cnc(-c2ccc(Cl)cc2)cn1O

Assay by compound	31	32	33	34	35
FXIIa inh 1536	11	10	-3	3	6
TNF death inh	2.1	4.2	-4.8	1.4	0.4
Cl transport mod	-0.27	-0.16	0.78	0.22	0.069
hK5 inh	-1	-17	3	2	-6
thrombin 1536	3	2	-1	-4	4
FXIa inh 1536	10	7	-8	-1	-2
L929 necroptosis	1.1	0.3	-0.2	0.3	2.6
Hck Nef HTS	-3	2	2	3	18
Rad51 HR inh	.	0	3	5	21

(36) Cc1ccc(Nc2nc(N)nc(CN3CCN(c4ccccc4F)CC3)n2)cc1
(37) O=C(CCCCCn1c(=S)[nH]c2cc3c(cc2c1=O)OCO3)N1CCN(C2CCCCC2)CC1
(38) O=C1CCCC(O)=C1C=NCc1ccccc1
(39) CCCCNC(=O)Cn1cnc2sc(C)c(S(=O)(=O)N3CCN(c4ncccn4)CC3)c2c1=O
(40) COc1ccc(-c2ccnc3nc(N4CCOCC4)nn23)cc1

Assay by compound	36	37	38	39	40
FXIIa inh 1536	14	15	0	3	5
TNF death inh	-3.3	-0.2	4.3	1.0	-1.5
Cl transport mod	-0.2	.	-0.53	-0.16	1.1
hK5 inh	6	-3	-10	-1	-44
thrombin 1536	0	5	1	-13	2
FXIa inh 1536	6	3	-5	-6	6
L929 necroptosis	0.5	-0.1	0.7	2.4	1.7
Hck Nef HTS	-1	9	14	28	2
Rad51 HR inh	5	.	-2	2	7

(41) COc1ccc(S(=O)(=O)N(CCC#N)Cc2ccco2)cc1OC
(42) CCN1C(=Nc2ccc(Cl)cc2)SC/C1=C\C(=O)OC
(43) CCN1CCN(CCCNC(=O)c2ccc(/C=C3/Sc4ccccc4N(Cc4ccccc4F)C3=O)cc2)CC1
(44) Cc1cc2c(c(=O)n1CCc1ccccc1)C(C(C)C)C(C#N)=C(N)O2 (stereo not drawn)
(45) Oc1c(C=NCc2ccncc2)sc2ccccc12

Assay by compound	41	42	43	44	45
FXIIa inh 1536	1	6	7	17	6
TNF death inh	0.8	-2.4	-4.6	0.6	-2.5
Cl transport mod	.	0.88	-0.42	0.02	0.14
hK5 inh	-7	3	-5	7	-2
thrombin 1536	-8	-6	0	9	-5
FXIa inh 1536	-4	-4	1	4	-5
L929 necroptosis	0.8	0.8	13	1.8	-0.6
Hck Nef HTS	-2	-2	-8	2	6
Rad51 HR inh	0	10	-10	3	3

(46) CCOCc1nnc(NC(=O)CCc2ccccc2)s1
(47) Cc1oc(-c2ccccc2F)nc1CS(=O)(=O)CC(=O)N1CCCCCC1
(48) COc1ccc(Cl)cc1N(CC(=O)Nc1ccccc1C(=O)NCc1ccco1)S(C)(=O)=O
(49) Cc1cc(=O)n2[nH]c(-c3sccc3-n3c(C)ccc3C)cc2n1
(50) CCC(C)NC(=O)CCn1c(-c2ccc(F)cc2)cc(C(C)=O)c1C (stereo not drawn)

Assay by compound	46	47	48	49	50
FXIIa inh 1536	6	15	21	9	1
TNF death inh	-0.3	-2.9	0.4	0.5	1.2
Cl transport mod	0.27	-0.73	-0.75	-0.68	0.064
hK5 inh	10	-7	-4	-13	-10
thrombin 1536	-3	-1	-5	-2	-15
FXIa inh 1536	-9	5	16	1	-5
L929 necroptosis	-0.3	1.2	-1.2	1.5	0.1
Hck Nef HTS	1	14	-8	21	17
Rad51 HR inh	-5	0	-3	14	4

(51) CCSC1=N/C(=C\c2ccccc2)C(=O)N1c1ccc(OC)cc1
(52) Cc1[nH]c(=O)c(C#N)c2c1COC(C)(C)C2
(53) COc1ncccc1-c1nnn(-c2ccc(Cl)nc2)n1
(54) COc1ccc(CCNC(=O)C2CCN(Cc3nc(-c4ccccc4C)oc3C)CC2)cc1OC
(55) COCC1CCN(Cc2cn[nH]c2-c2cc3ccccc3o2)C1 (stereo not drawn)
(56) O=C(CC1(O)C(=O)N(CCc2ccccc2)c2ccccc21)c1ccco1 (stereo not drawn)

Assay by compound	51	52	53	54	55	56
FXIIa inh 1536	4	7	9	14	3	-2
TNF death inh	1.1	-0.4	-1.5	-7.6	2.5	-1.3
Cl transport mod	0.24	-0.71	-0.44	0.73	.	-0.6
hK5 inh	4	.	0	1	9	-1
thrombin 1536	-10	0	-2	4	-7	0
FXIa inh 1536	-2	3	0	3	-2	5
L929 necroptosis	4.8	0.0	-0.2	0.0	-1.3	0.8
Hck Nef HTS	18	4	-7	0	20	-5
Rad51 HR inh	13	.	11	-6	5	6

Ordered by value in FXIIa inh 1536 (ascending): some entries from above
item	molecule	FXIIa inh 1536
51	CCSC1=N/C(=C\c2ccccc2)C(=O)N1c1ccc(OC)cc1	4
53	COc1ncccc1-c1nnn(-c2ccc(Cl)nc2)n1	9
54	COc1ccc(CCNC(=O)C2CCN(Cc3nc(-c4ccccc4C)oc3C)CC2)cc1OC	14
